High-throughput results deposited in PubChem by Sanford-Burnham Center for Chemical Genomics.
SUMO1 PPI mod – modulators of SUMO1 protein-protein interactions, primary screen, biochemical, uHTS; Small ubiquitin-related modifier 1 (Homo sapiens), P63165; SUMO1 binding to a labelled peptide, TR-FRET, 1 h; inhibition, % at 20 µM; hit rate 0.33% among 360,000; AID 602429, 2012; in the data active = inhibition above about 37%
Target sequence (P63165 whole entry, looked up): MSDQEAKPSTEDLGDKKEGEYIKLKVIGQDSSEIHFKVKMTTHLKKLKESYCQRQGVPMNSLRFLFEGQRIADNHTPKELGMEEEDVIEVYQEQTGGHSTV
DNMT1 inh – human DNMT1 methyltransferase inhibitors, primary screen, biochemical, molecular beacon, fluorescence, HinP1I cleavage, uHTS; hit rate 0.83% among 360,000; inhibition (reported as % activation of signal), % at 10 µM; DNA (cytosine-5)-methyltransferase 1 (Homo sapiens), P26358; in the data active = inhibition above about 50%
STEP block – STEP phosphatase inhibitors, primary screen, biochemical, fluorescence intensity, uHTS | inhibition, % at 20 µM | recombinant STEP, OMFP fluorogenic substrate | hit rate 0.25% among 360,000;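 active = inhibition at 20 µM, scaled per plate between control wells, above about 37%, limit read from the data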;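 note: 0% = DMSO with enzyme and substrate and 100% = substrate only without enzyme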
Target sequence (P54829 whole entry, looked up): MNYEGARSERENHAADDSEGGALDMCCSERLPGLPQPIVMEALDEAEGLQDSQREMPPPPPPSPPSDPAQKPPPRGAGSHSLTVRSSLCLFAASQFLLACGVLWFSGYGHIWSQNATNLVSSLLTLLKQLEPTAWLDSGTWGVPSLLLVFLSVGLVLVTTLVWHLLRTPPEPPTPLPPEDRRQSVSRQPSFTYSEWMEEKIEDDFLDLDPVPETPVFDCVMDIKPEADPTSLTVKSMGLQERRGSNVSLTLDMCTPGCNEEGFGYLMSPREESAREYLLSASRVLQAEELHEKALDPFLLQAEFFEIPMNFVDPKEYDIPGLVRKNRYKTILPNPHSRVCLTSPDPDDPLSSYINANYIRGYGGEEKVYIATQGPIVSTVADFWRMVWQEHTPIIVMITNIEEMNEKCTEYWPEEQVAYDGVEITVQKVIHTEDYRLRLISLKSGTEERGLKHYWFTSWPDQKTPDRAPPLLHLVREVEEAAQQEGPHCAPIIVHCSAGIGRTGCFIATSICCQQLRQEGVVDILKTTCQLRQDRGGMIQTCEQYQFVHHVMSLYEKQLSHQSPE
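Material: STEP (striatal-enriched tyrosine phosphatase) enzyme, cell-free; Compound dosing: 20 µM single dose in 1% DMSO; Technique: fluorescence read at 480 nm ex / 540 nm em; Times: reaction 20 min, ambient temperature; Medium: 50 mM Bis-Tris pH 6.0 with 2.5 mM DTT and 0.005% Tween 20; Also added: OMFP at 25 µM.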
Rpn11 inh – Rpn11 (PSMD14) deubiquitinase inhibitors, primary screen, biochemical, fluorescence polarization, uHTS; human 26S proteasome, Ub4-pepOG fluorescence polarization; 20S core pre-blocked with epoxomicin; hit rate 0.59% among 360,000; calls only at 20 µM; AID 588493, 2011; 26S proteasome non-ATPase regulatory subunit 14 (Homo sapiens), O00487;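 active = inhibition at 20 µM, scaled to each plate's controls, above about 33%, limit read from the data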
NadD inh – inhibitors of S. aureus NadD, primary screen, biochemical, colorimetric, uHTS; Nicotinate-nucleotide adenylyltransferase NadD (Staphylococcus aureus N315); purified NadD enzyme, colorimetric absorbance read-out; inhibition, % at 20 µM; hit rate 0.78% among 360,000; in the data active = inhibition above about 26%; note: some compounds past the cut are filed as inactive
SKN-1 block – suppressors of acrylamide-induced Pgst-4::GFP reporter in worms, primary screen, SKN-1 inhibitor project, whole organism, uHTS, GFP/RFP fluorescence ratio, strain VP596; inhibition, % at 21.8 µM; hit rate 0.49% among 360,000; AID 624304, 2012; C. elegans VP596 Pgst-4::GFP/RFP ratio, 24 h;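 active = interference check ratio from 0.5 to 1.5 plus GFP to RFP signal ratio inhibition reaching or exceeding a fixed threshold, cut at about 30% in these data, passing the limit was not always enough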; note: some compounds called inactive have numbers as strong as hits
MT1-MMP act inh – blockers of MT1-MMP proenzyme processing, primary screen, HT1080 RFP-PRO-GFP cells, GFP/RFP fluorescence. Matrix metalloproteinase-14 (Homo sapiens), P50281. GFP/RFP ratio fluorescence, overnight; percent of plate control window, DMSO zero. GFP/RFP ratio change, % at 20 µM. hit rate 0.061% among 360,000. AID 651647, 2012;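 active = GFP/RFP ratio change of at least 30% with cell ATP level not reduced by more than half and red fluorescence within 50% of control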; note: strong numbers were not always called active
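Material: RFP-PRO-GFP reporter HT1080 cells. Dosing: single-point 20 µM compound, 1% DMSO. Controls: DMSO and RFP-L50D-GFP cell wells. Timing: cells overnight before dosing, compound overnight, 37 °C, 5% CO2. Measure: GFP/RFP fluorescence ratio.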
Scp1 inh – Scp-1 phosphatase inhibitors, primary screen, biochemical, colorimetric, uHTS; Recombinant Scp1, phosphopeptide, malachite green phosphate absorbance; AID 493091, 2011; hit rate 0.88% among 340,000; inhibition, % at 20 µM;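 active = inhibition above about 50% at 20 µM, limit read from the data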;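 note: plate controls were DMSO wells with enzyme for no effect and wells lacking enzyme for full effect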
Target sequence (Q9GZU7 76-261 limits assumed): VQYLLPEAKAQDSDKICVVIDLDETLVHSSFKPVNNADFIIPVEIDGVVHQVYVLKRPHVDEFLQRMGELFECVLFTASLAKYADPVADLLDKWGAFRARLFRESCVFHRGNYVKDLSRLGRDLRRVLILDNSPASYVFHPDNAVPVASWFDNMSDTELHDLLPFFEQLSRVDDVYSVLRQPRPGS
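Test system: SCP-1 catalytic domain; Buffer or medium: Acidic Tris acetate buffer with magnesium and detergent; Also added: Phosphorylated 17-residue peptide substrate; Compound: single 20 µM dose, 1% DMSO; Schedule: enzyme reaction 45 min at room temperature, colour 5 min, stabilisation 30 min; Signal: Phosphate-binding colour reagent, absorbance read at 630 nm.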
CendR NRP1 mod – modulators of CendR peptide binding to NRP-1, primary screen, biochemical, fluorescence polarization, uHTS; FAM-RPARPAR peptide binding to NRP-1; inhibition, % at 25 µM; hit rate 0.85% among 360,000;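 active = inhibition or corrected inhibition above about 18%, plus a signal ratio from 0.5 to 1.5, limit read from the data, passing the limit was not always enough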; note: strong numbers were not always called active
LMPTP block – LMPTP phosphatase inhibitors, primary screen, biochemical, fluorescence intensity, uHTS; Low molecular weight phosphotyrosine protein phosphatase (Homo sapiens), P24666; inhibition, % at 20 µM; AID 651560, 2012; recombinant LMPTP-A, OMFP fluorogenic substrate; hit rate 0.22% among 360,000;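 active = compounds that cut the enzyme signal by at least half of the control window in the single-dose screen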;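 note: plate controls were DMSO wells with enzyme plus substrate for no effect and substrate without enzyme for full effect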
Target sequence (P24666 whole entry, looked up): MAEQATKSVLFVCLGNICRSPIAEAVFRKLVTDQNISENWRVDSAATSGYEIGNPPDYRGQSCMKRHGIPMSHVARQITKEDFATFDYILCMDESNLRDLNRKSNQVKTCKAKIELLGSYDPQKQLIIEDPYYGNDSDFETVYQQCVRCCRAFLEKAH
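Test system – LMPTP-A enzyme · Amount – LMPTP-A at 0.625 nM final in the reaction · Buffer or medium – Bis-Tris pH 6.0, DTT, detergent · Reagent – OMFP 400 µM · Doses – single 20 µM dose · Schedule – reaction 50 min, room temperature, dark · Detection – fluorescence intensity of OMFP turnover product · Evaluation – percent inhibition versus substrate-only and uninhibited controls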
Numbers without * were called inactive; i = inactive; nt = no result given. Outcome played no part in choosing rows; overall some 3.9% were active at least once.

#	SUMO1 PPI mod	DNMT1 inh	STEP block	Rpn11 inh	NadD inh	SKN-1 block	MT1-MMP act inh	Scp1 inh	CendR NRP1 mod	LMPTP block	SMILES
1	-1	4	-4	i	-3	-4	4	nt	10	-2.5	Cc1ccc(S(=O)(=O)N2C[C@]3(O)C[C@@H]4C(=O)N(c5ccccc5)C(=O)[C@@H]4C[C@]3(OC(=O)NCc3ccccc3)C2)cc1
2	4	10	2	i	5	-7	-1	nt	-26	2.4	C[C@@H]1CC[C@H](Cc2ccc(-n3cccc3)cc2)N1C(=O)OC(C)(C)C
3	-2	0	-1	i	-8	2	1	2	-16	0.8	COC(=O)c1ccc(OCCN2C3=NCCN3c3ccccc32)cc1
4	0	-4	3	i	-6	10	-2	-13	-6	-1.8	CCOC(=O)NC1(C(F)(F)F)C(=O)N(Cc2ccccc2)C2=C1C(=O)CC(C)(C)C2 (stereo not drawn)
5	0	2	2	i	5	16	-3	-1	-10	0.2	COCn1c(-c2cccc(Br)c2)nc2ccccc21
6	5	-1	-1	i	0	18	-4	-5	8	0.4	Cc1cc(CNC(=O)c2cccc(OC3CCN(S(=O)(=O)N(C)C)CC3)c2)on1
7	5	-1	1	i	6	2	6	19	-5	-0.8	Cc1cc(CC(C)C)n(-c2nc3ccccc3c(=O)n2OCC(N)=O)n1
8	-1	-2	4	i	0	-5	0	-6	-4	-1.0	O=C(NCC(c1ccco1)N1CCN(c2ccccc2)CC1)c1ccc2c(c1)OCO2 (stereo not drawn)
9	-1	-8	4	i	12	1	-3	-1	2	-0.9	COc1ccc2[nH]c(=O)c(C(c3nnnn3C3CCCC3)N3CCN(Cc4ccc5c(c4)OCO5)CC3)cc2c1 (stereo not drawn)
10	7	33	0	i	4	3	-3	0	0	3.8	CCc1ccc(Nc2n[n+](-c3ccccc3)c(-c3ccc(C(=O)O)cc3)s2)cc1

Next part
#	SUMO1 PPI mod	DNMT1 inh	STEP block	Rpn11 inh	NadD inh	SKN-1 block	MT1-MMP act inh	Scp1 inh	CendR NRP1 mod	LMPTP block	SMILES
11	7	0	-2	i	4	-4	0	-9	18	-1.5	Nc1c(Cl)ncnc1N1CCN(c2ncnc(Cl)c2N)CC1
12	14	0	3	i	6	-4	13	-4	4	-0.5	Cc1ccc(C)c(-c2nnc(NC(=O)c3ccco3)o2)c1
13	-2	-5	-3	i	1	-1	-1	-9	2	1.1	Cc1nc2ccc(N)cc2c(=O)n1Cc1ccc(Cl)cc1
14	-15	3	-2	i	-4	4	1	-6	0	-0.5	Cc1c(Br)c([N+](=O)[O-])nn1CC(=O)NCc1ccccn1
15	2	1	-2	i	-13	8	0	-2	-8	-2.3	CCOC(=O)CSc1ncnc2c1cnn2-c1ccc(C)cc1C
16	0	1	1	i	-6	5	3	-5	7	-1.5	Cc1ccc(C)c(S(=O)(=O)Nc2ccc(C(=O)NCCCN3CCOCC3)cc2)c1
17	1	-7	0	i	1	-5	-3	-7	7	-0.2	Cc1ccc(C(=O)OCC(=O)NC(=O)c2cccn2C)cc1[N+](=O)[O-]
18	16	-41	4	i	42*	4	-1	-10	7	2.5	O=C(N/N=C\c1ccc(-c2ccccc2[N+](=O)[O-])o1)C1COc2cc3ccccc3cc2O1 (stereo not drawn)
19	3	3	0	i	-2	7	3	69*	-2	-0.2	c1cncc(CN=C2Nc3ccccc3CS2)c1
20	0	1	-1	i	4	-6	-3	0	-1	0.5	COc1ccc(CCNC(=O)Cc2ccc3c(c2)OCO3)cc1OC

(cont.)
#	SUMO1 PPI mod	DNMT1 inh	STEP block	Rpn11 inh	NadD inh	SKN-1 block	MT1-MMP act inh	Scp1 inh	CendR NRP1 mod	LMPTP block	SMILES
21	4	0	-1	i	-5	5	-5	-6	-6	-1.4	CC(NC(=O)c1ccncc1)c1ccc(Br)cc1 (stereo not drawn)
22	-1	1	-5	i	-3	-6	1	2	-2	-0.5	COc1cccc(NC(=O)C2CCN(S(=O)(=O)c3ccc4[nH]c(=O)ccc4c3)CC2)c1
23	2	0	2	i	-6	8	4	7	-2	1.8	COc1ccc(OCC(O)CNc2ccc(Br)cc2)cc1 (stereo not drawn)
24	9	-1	2	i	-4	32	4	3	-6	1.8	COc1cccc(NS(=O)(=O)c2ccc3[nH]cc(C(=O)NCCCOC(C)C)c(=O)c3c2)c1
25	1	1	-1	i	-1	2	5	-11	5	0.8	COc1ccc(COC(=O)c2ccc(N3CCCC3=O)cc2)cc1F
26	-29	2	-1	i	8	15	-3	-6	-2	0.5	NC(=O)C1CCN(C(=O)c2ccc3nc(-c4ccccc4)c(-c4ccccc4)nc3c2)CC1
27	3	1	4	i	0	-6	-6	-12	-7	1.7	COc1ccc(NC(C)C(=O)N/N=C/c2c(O)ccc3ccccc23)cc1 (stereo not drawn)
28	4	0	-5	i	-1	1	2	-2	-3	0.3	N=c1sccn1CC(=O)Nc1ccc(Cl)c(S(=O)(=O)N2CCOCC2)c1
29	1	4	2	i	-8	-12	-3	-4	9	-0.2	Cc1cc(Cl)nc(SCC(=O)c2ccccc2)n1
30	2	0	-2	i	2	-24	-1	-1	4	0.3	CN(CC(=O)NCc1cccnc1)S(=O)(=O)c1ccc(F)cc1

Additional records follow:
#	SUMO1 PPI mod	DNMT1 inh	STEP block	Rpn11 inh	NadD inh	SKN-1 block	MT1-MMP act inh	Scp1 inh	CendR NRP1 mod	LMPTP block	SMILES
31	-2	1	-2	i	-7	7	-3	nt	-33	4.3	COC(=O)c1ccc2nc(-c3ccccc3)c(Cc3ccsc3)n2c1
32	1	-17	2	i	-6	-4	-1	-4	4	-0.2	O=C(Nc1cccc(O)c1)c1cc(-c2ccc3c(c2)OCO3)on1
33	0	42	0	i	20	4	0	-37	-13	-0.5	COc1cccc(NC(=O)CSc2nc3ccccc3c3nc4ccccc4n23)c1
34	3	3	4	i	8	7	4	-2	-10	0.8	COC(=O)/C(=C1\Oc2ccc(C(C)(C)C)cc2S1)C(F)(F)F
35	1	-4	0	i	-3	16	-3	-1	16	0.3	O=C(N1CCN(c2ccccc2)CC1)C(F)(F)C(F)F
36	5	-1	-3	i	-2	0	1	-5	11	-1.2	OCC(O)/C=N/Nc1nc(Nc2ccccc2)nc(Nc2ccccc2)n1 (stereo not drawn)
37	4	0	-2	i	2	2	3	-10	0	1.5	CC(C)C(=O)Nc1nnc(S(=O)(=O)N2CCCCCC2)s1
38	-4	3	-2	i	-1	11	-3	-12	24	-0.5	C#CCN1C(=O)C(O)(CC(=O)c2ccc3c(c2)OCCO3)c2ccccc21 (stereo not drawn)
39	-3	16	-2	i	-6	13	-2	-5	-1	-1.4	Cc1cc(C)cc(N2C(=O)c3nccnc3C2=O)c1
40	2	-2	-1	i	-2	-1	-4	-5	-7	0.4	CCOC(=O)c1ccc(NC(=O)CSCCC(=O)O)cc1

Shown with each value named: entries from further up
39) Cc1cc(C)cc(N2C(=O)c3nccnc3C2=O)c1
  SUMO1 PPI mod = -3
  DNMT1 inh = 16
  STEP block = -2
  Rpn11 inh = i
  NadD inh = -6
  SKN-1 block = 13
  MT1-MMP act inh = -2
  Scp1 inh = -5
  CendR NRP1 mod = -1
  LMPTP block = -1.4

40) CCOC(=O)c1ccc(NC(=O)CSCCC(=O)O)cc1
  SUMO1 PPI mod = 2
  DNMT1 inh = -2
  STEP block = -1
  Rpn11 inh = i
  NadD inh = -2
  SKN-1 block = -1
  MT1-MMP act inh = -4
  Scp1 inh = -5
  CendR NRP1 mod = -7
  LMPTP block = 0.4

Other structures follow.
#	SUMO1 PPI mod	DNMT1 inh	STEP block	Rpn11 inh	NadD inh	SKN-1 block	MT1-MMP act inh	Scp1 inh	CendR NRP1 mod	LMPTP block	SMILES
41	0	-2	3	i	7	14	-2	5	-5	2.0	CCCCc1nnc(NC(=O)C2CCN(c3ncnc4sc(C)c(C)c34)CC2)s1
42	4	2	0	i	-4	-4	1	-6	3	-1.8	COCCCn1c(=O)c2ccccc2n(Cc2ccccc2C)c1=O
43	-5	2	-2	i	-2	3	-12	-10	-9	1.1	COc1cc(C2C(C#N)=C(SC)NC3=C2C(=O)CCC3)ccc1O (stereo not drawn)
44	15	0	0	i	-1	13	-8	-13	11	1.5	CC(C)n1c(SCc2ccccc2F)nc2c1c(=O)n(C)c(=O)n2C
45	5	1	1	i	27	1	-7	0	6	3.0	COC(=O)c1sc(N)c(C(=O)OC)c1CSc1nc2sc3c(c2c(=O)n1C)CCC3
46	0	1	0	i	-6	12	6	-7	-10	-0.1	Cc1ccccc1NC(=O)COc1cccc2c1CCNC2=O
47	2	-3	1	i	-2	1	-1	-5	10	1.5	COc1ccc(OC)c2[nH]c(=O)c(CCNC(=O)c3ccc(Br)o3)cc12

Looked up one by one from above, 5 records:
#	SUMO1 PPI mod	DNMT1 inh	STEP block	Rpn11 inh	NadD inh	SKN-1 block	MT1-MMP act inh	Scp1 inh	CendR NRP1 mod	LMPTP block	SMILES
47	2	-3	1	i	-2	1	-1	-5	10	1.5	COc1ccc(OC)c2[nH]c(=O)c(CCNC(=O)c3ccc(Br)o3)cc12
41	0	-2	3	i	7	14	-2	5	-5	2.0	CCCCc1nnc(NC(=O)C2CCN(c3ncnc4sc(C)c(C)c34)CC2)s1
43	-5	2	-2	i	-2	3	-12	-10	-9	1.1	COc1cc(C2C(C#N)=C(SC)NC3=C2C(=O)CCC3)ccc1O (stereo not drawn)
42	4	2	0	i	-4	-4	1	-6	3	-1.8	COCCCn1c(=O)c2ccccc2n(Cc2ccccc2C)c1=O
44	15	0	0	i	-1	13	-8	-13	11	1.5	CC(C)n1c(SCc2ccccc2F)nc2c1c(=O)n(C)c(=O)n2C
